CRFR2-BP ag = agonists of CRF-BP/CRF-R2 complex, primary screen, cell-based, HEK293, calcium dye fluorescence, uHTS; activation, % at 13.2 µM; 350,000 tested, 0.46% active; calcium dye fluorescence (FLIPR); percent of saturating CRF peptide response; CRF-binding protein / CRF receptor 2 complex (human); AID 588473, 2011;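 active means activation of at least 50%, plus an integration ratio under a set limit after plate pattern correction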;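 further: plate controls were neutral control wells without compound for no effect and CRF at EC100 for full effect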
CHRM5 PAM = human M5 muscarinic receptor positive allosteric modulators, primary screen, CHO-K1 cells, Fluo-8 calcium fluorescence; activation, % at 3 µM; 360,000 tested, 0.3% active; CHO-K1 hM5, ACh EC20 PAM; 0% = ACh EC20, 100% = ACh EC100; AID 624038, 2012; Muscarinic acetylcholine receptor M5 (Homo sapiens), P08912;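 active means activation above the run cutoff, the mean activation of all test compounds plus 3 SD, cut at about 18% in these data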
Target sequence (P08912 whole entry, looked up): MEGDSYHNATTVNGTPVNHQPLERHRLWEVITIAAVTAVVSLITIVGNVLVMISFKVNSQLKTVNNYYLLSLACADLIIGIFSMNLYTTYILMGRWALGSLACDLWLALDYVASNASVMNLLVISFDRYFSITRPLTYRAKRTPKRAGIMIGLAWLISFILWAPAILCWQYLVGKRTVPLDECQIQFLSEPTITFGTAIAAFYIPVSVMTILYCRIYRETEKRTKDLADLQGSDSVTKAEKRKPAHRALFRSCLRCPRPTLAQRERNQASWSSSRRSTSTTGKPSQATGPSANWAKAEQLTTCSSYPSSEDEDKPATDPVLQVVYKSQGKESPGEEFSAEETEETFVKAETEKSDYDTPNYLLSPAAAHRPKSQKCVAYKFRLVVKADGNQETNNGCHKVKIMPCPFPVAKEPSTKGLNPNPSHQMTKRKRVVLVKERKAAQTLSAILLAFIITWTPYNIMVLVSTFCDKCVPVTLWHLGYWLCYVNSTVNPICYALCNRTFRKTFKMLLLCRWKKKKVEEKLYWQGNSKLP
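Measured by: Fluo-8 calcium fluorescence; material: human M5 receptor in CHO-K1 cells; schedule: Post-acetylcholine fluorescence recording 140 s; benchmarks: low control EC20 acetylcholine (0%), high control EC100 acetylcholine (100%); read-out: Max/basal fluorescence ratio as % of EC20–EC100 ACh window; compound: single dose, 3 µM nominal final test concentration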
CHRM4 PAM = human M4 muscarinic receptor positive allosteric modulators, primary screen, CHO-K1 cells, Fluo-8 calcium fluorescence; 360,000 tested, 0.4% active; CHO-K1 hM4/Gqi5, ACh EC20; 0% = ACh EC20, 100% = maximal ACh; Muscarinic acetylcholine receptor M4 (Homo sapiens), P08173; activation, % at 3 µM;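 active means activation above its plate's cutoff, the mean activation of sample wells plus 3 SD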; further: some results filed as inactive read as strong as hits
Target sequence (P08173 whole entry, looked up): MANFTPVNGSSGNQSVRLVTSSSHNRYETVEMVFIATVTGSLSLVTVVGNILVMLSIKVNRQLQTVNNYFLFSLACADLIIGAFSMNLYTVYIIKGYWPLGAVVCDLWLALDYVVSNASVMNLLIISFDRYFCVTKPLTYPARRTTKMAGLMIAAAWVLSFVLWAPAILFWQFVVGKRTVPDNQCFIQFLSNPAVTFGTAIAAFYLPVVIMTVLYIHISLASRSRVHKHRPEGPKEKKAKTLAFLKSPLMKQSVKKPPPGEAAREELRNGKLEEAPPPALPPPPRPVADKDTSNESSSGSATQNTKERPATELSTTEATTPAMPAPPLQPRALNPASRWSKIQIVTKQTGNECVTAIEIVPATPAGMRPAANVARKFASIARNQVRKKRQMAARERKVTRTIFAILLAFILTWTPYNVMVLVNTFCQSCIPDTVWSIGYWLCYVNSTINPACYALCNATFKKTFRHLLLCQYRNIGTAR
CRFR2-BP antag = antagonists of CRF-BP/CRF-R2 complex, primary screen, cell-based, HEK293, calcium dye fluorescence, uHTS; CRF-induced calcium fluorescence; inhibition, % at 11.8 µM; 350,000 tested, 0.59% active; AID 588475, 2011;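 active means inhibition of the ligand-induced calcium signal above about 50% at the single tested concentration, limit read from the data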
CHRM4 agonist = human M4 muscarinic receptor agonists, primary screen, CHO-K1 cells, Fluo-8 calcium fluorescence; Muscarinic acetylcholine receptor M4 (Homo sapiens), P08173; CHO-K1 hM4/Gqi5; vehicle 0%, full acetylcholine response 100%; activation, % at 3 µM; 360,000 tested, 0.14% active;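 active means activation above the run mean over all test wells plus 3 SD, cut at about 32% in these data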;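 further: peak over basal fluorescence ratio per well then scaled between controls; 0% = DMSO wells and 100% = acetylcholine at EC100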
M5 antag = human M5 muscarinic receptor antagonists, primary screen, CHO cells, Fluo-8 calcium fluorescence | Muscarinic acetylcholine receptor M5 (Homo sapiens), P08912 | CHO-hM5 cells, ACh EC80 | inhibition, % at 3 µM | 360,000 tested, 0.59% active;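 active means inhibition above a per-plate cutoff, the mean of that plate's test compounds plus 3 SD, cut at about 27% in these data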;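 further: 0% = acetylcholine EC80 with DMSO and 100% = DMSO without agonist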
CHRM1 PAM = human M1 muscarinic receptor positive allosteric modulators, primary screen, CHO-K1 cells, Fluo-8 calcium fluorescence, 1536-well | Muscarinic acetylcholine receptor M1 (Homo sapiens), P11229 | CHO-K1 hM1, ACh EC20; 0% = ACh EC20, 100% = maximal ACh | activation, % at 3 µM | 360,000 tested, 0.088% active; in the data active means activation above about 19%, passing the limit was not always enough
M4 antag = human M4 muscarinic receptor antagonists, primary screen, CHO cells, Fluo-8 calcium fluorescence; CHO-hM4 cells, ACh EC80; inhibition, % at 3 µM; 360,000 tested, 0.73% active; AID 624125, 2012;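 active means inhibition above its plate's cutoff, the mean inhibition of sample wells plus 3 SD, cut at about 27% in these data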;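 further: 0% = acetylcholine EC80 with DMSO and 100% = DMSO without agonist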
M5 ag = human M5 muscarinic receptor agonists, primary screen, CHO-K1 cells, Fluo-8 calcium fluorescence. Muscarinic acetylcholine receptor M5 (Homo sapiens), P08912. CHO-K1 hM5 cells; 0% DMSO wells, 100% maximal acetylcholine response. activation, % at 3 µM. 360,000 tested, 0.19% active. AID 624037, 2012;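 active means activation above the run's mean over test compounds plus 3 SD, cut at about 23% in these data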;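 further: signal is peak over basal fluorescence ratio across the kinetic read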
* hit, by the source's call; . = no result given.

CRFR2-BP ag	CHRM5 PAM	CHRM4 PAM	CRFR2-BP antag	CHRM4 agonist	M5 antag	CHRM1 PAM	M4 antag	M5 ag	mol
-1.4	6	7	-12	1	-5	11	-5	0	COc1ccc(C(C(=O)NC2CCCC2)N(C(=O)c2ccco2)c2ccc(OC)c(OC)c2)cc1 (configuration not stated)
-0.3	-1	-7	-3	4	-1	-1	-5	3	COc1cc2c(C(=O)NCc3ccccn3)cn(CC(C)C)c(=O)c2cc1OC
1.4	5	-2	2	-1	2	11	-8	-3	CCCCC1C2C(=O)N(c3ccccc3)C(=O)C2ON1c1ccccc1 (configuration not stated)
0.3	-6	-6	-1	4	5	-3	8	4	COc1ccc(N2CCN(C(=O)COC(=O)c3ccc(CSC)o3)CC2)cc1
0.7	0	1	-1	5	4	3	8	3	NC(=O)N/N=C/c1coc2ccc3ccccc3c2c1=O
-1.5	3	-2	5	1	2	8	-3	-2	O=C(c1ccccc1)N1CCN(C(=O)c2cc3ccccc3o2)CC1
-0.5	-3	-3	-14	3	2	2	-2	0	CCOc1ccc(S(=O)(=O)N2CC(=O)Nc3ccccc32)cc1
-0.1	-1	13	-2	0	2	11	2	2	O=C(C1=C(O)C(=O)N(Cc2cccnc2)C1c1cccc(Oc2ccccc2)c1)c1ccco1 (configuration not stated)
2.9	-1	2	15	0	-8	2	6	-1	CC12CN3CCN(CC(C3)C1(O)CN1CCOCC1)C2 (configuration not stated)
-1.0	6	7	0	0	4	8	-1	-1	NC(=O)c1cc(NC(=O)COC(=O)CCCN2C(=O)c3cccc4cccc(c34)C2=O)cc(C(N)=O)c1
0.4	2	-14	12	0	-4	-24	15	-7	N#Cc1ccc(-c2cn(-c3ccccc3)c3[n+]2CCCS3)cc1
0.4	-11	-3	5	17	4	-9	-4	10	Cc1nn(-c2ccccc2)c(C)c1NC(=O)COc1cc(F)ccc1[N+](=O)[O-]
1.1	2	-2	-17	0	-3	4	-3	-8	Cc1cc(C)n2c(Br)c(CSc3nc4ccccc4o3)nc2n1
2.3	-3	-6	-9	1	17	-4	4	-7	CN(C)C(CNC(=O)c1ccc(C(=O)c2ccccc2)cc1)c1ccccc1 (configuration not stated)
-1.1	-1	-13	14	1	-6	-15	2	-7	CC1CC(Nc2ccccc2)=NC1(C)C (configuration not stated)
0.1	3	3	6	0	1	4	10	0	CCCCn1c(N)c(N(CC(C)C)C(=O)C2CCN(S(=O)(=O)c3ccccc3)CC2)c(=O)[nH]c1=O
-1.9	-8	-4	26	0	2	0	4	-2	CC(=O)Oc1ccc(N(C(C)=O)S(=O)(=O)c2cccs2)c2ccccc12
-0.4	0	4	-5	-2	-5	8	1	-2	CCCCCCCNC(=O)COc1ccc2c(c1)C(=O)CC(C)(C)O2
-0.9	-4	-1	-56	-3	-1	-3	4	0	CC1CCN(c2ccccc2NC(=O)c2ccc(F)cc2)CC1
1.4	11	8	3	2	-1	-2	5	5	CC(C)(C)N1CC23C=CC(C[C@@H]2C1=O)O3 (some centres not stated)

Reformatted as labelled records: entries from further up
CC1CCN(c2ccccc2NC(=O)c2ccc(F)cc2)CC1
  CRFR2-BP ag: -0.9
  CHRM5 PAM: -4
  CHRM4 PAM: -1
  CRFR2-BP antag: -56
  CHRM4 agonist: -3
  M5 antag: -1
  CHRM1 PAM: -3
  M4 antag: 4
  M5 ag: 0
CN(C)C(CNC(=O)c1ccc(C(=O)c2ccccc2)cc1)c1ccccc1 (configuration not stated)
  CRFR2-BP ag: 2.3
  CHRM5 PAM: -3
  CHRM4 PAM: -6
  CRFR2-BP antag: -9
  CHRM4 agonist: 1
  M5 antag: 17
  CHRM1 PAM: -4
  M4 antag: 4
  M5 ag: -7

The list goes on.
CRFR2-BP ag	CHRM5 PAM	CHRM4 PAM	CRFR2-BP antag	CHRM4 agonist	M5 antag	CHRM1 PAM	M4 antag	M5 ag	mol
-1.2	2	3	-5	0	-13	8	-5	-4	COC(=O)c1ccc(Cl)c(NC(=O)CSc2nnc(-c3ccncc3)o2)c1
0.6	4	3	-3	1	1	6	2	0	CCc1ccc(N(CC(=O)NC)S(C)(=O)=O)cc1
-0.3	-11	-16	-8	16	15	1	-2	2	CCN(CC)c1ccc(NC(=O)Nc2ccccc2)cc1
.	11	1	.	0	-5	15	-2	4	Cc1cc(NC(=O)C(C)C)ncc1NC(=O)c1ccco1
0.5	-15	-19	-8	10	34*	-12	18	1	Cc1nnc2ccc(Oc3ccc(-c4ccccc4)cc3)nn12
0.3	-6	0	5	3	1	3	-4	0	COc1cc(/C=C/C(=O)OCC(=O)NCc2cccs2)ccc1OCC#N
-0.4	-2	-3	-8	-1	4	-5	2	-2	CCOC(=O)C1=C(C)Nc2nc3ccccc3n2C1c1cccs1 (configuration not stated)
-1.2	-7	-11	-1	5	26	2	15	-6	O=S(=O)(c1ccc(F)cc1)N1CCN(CC2CC3C=CC2C3)CC1 (configuration not stated)
2.2	-4	-1	-17	-2	4	2	-1	-3	Cc1nn(Cc2ccccc2)c(=O)c2nn(-c3ccc(Cl)cc3)c(C)c12
-2.2	-5	-4	0	0	11	14	-1	-3	COc1ccc(-c2c(C)oc3c(CN4CCOCC4)c(O)ccc3c2=O)cc1OC
3.1	-13	-18	-15	8	4	-7	10	0	Cc1ccc(C(=O)N/C(=C/c2ccc(-c3cccc([N+](=O)[O-])c3)o2)C(=O)NC(C)(C)C)cc1
0.2	4	2	-8	0	5	7	1	-5	CCCc1nnc(-c2ccc(OC)cc2)o1
-1.0	1	6	11	1	8	9	-2	-1	COc1ccc(OCC(=O)Nc2ccc3nc(C)sc3c2)cc1
0.0	-20	-12	13	9	13	-11	11	0	Cc1ccc(-n2nc(C)c(C(=O)Nc3cccc(C(=O)NC4CC4)c3)n2)c(C)c1
-0.9	9	1	4	1	-3	10	-4	3	COc1cc(C)c(NC(=S)NCCCN2CCOCC2)cc1OC
-1.6	0	2	-11	0	-6	7	4	-1	Cc1ccc(NC(=O)C(c2ccc(Cl)cc2)N2CCCCC2)cc1 (configuration not stated)
0.8	10	3	13	1	-26	6	-13	-3	O=C(CSCc1ccc(Cl)cc1Cl)Nc1ccccc1C(=O)Nc1ccc(C(=O)O)cc1
-0.8	-3	-5	5	4	-4	-7	8	2	COc1cccc(C(=O)N/N=C2/SCC(=O)N2CCc2ccc(OC)c(OC)c2)c1
-0.3	14	6	-1	1	-1	1	-2	0	CCOC(=O)CC1COc2ccccc2N1C(=O)c1ccc(F)cc1 (configuration not stated)
4.9	-1	-3	-16	1	-2	6	-1	-1	Cc1ccc(CN2C(=O)NC(Cc3c[nH]c4ccccc34)C2=O)cc1 (configuration not stated)

Next part (two carried over from the part before).
CRFR2-BP ag	CHRM5 PAM	CHRM4 PAM	CRFR2-BP antag	CHRM4 agonist	M5 antag	CHRM1 PAM	M4 antag	M5 ag	mol
-0.3	14	6	-1	1	-1	1	-2	0	CCOC(=O)CC1COc2ccccc2N1C(=O)c1ccc(F)cc1 (configuration not stated)
4.9	-1	-3	-16	1	-2	6	-1	-1	Cc1ccc(CN2C(=O)NC(Cc3c[nH]c4ccccc34)C2=O)cc1 (configuration not stated)
-1.6	0	4	-7	1	-1	2	-4	-2	Cc1ccc2nc(SCc3nnc(-c4cccs4)o3)[nH]c2c1
0.1	-4	-2	1	1	0	3	-2	-2	CC(NCC(O)COCc1cccs1)C1CC2CCC1C2 (configuration not stated)
-1.7	3	10	0	0	0	19	-4	1	COc1cn(-c2ccccc2)nc1C(=O)OCC(=O)Nc1ccc(C)c(C)c1
-0.1	3	1	10	1	9	6	-1	-8	Cc1nc(CC(=O)Nc2nc(C(C)(C)C)cs2)cs1
0.3	2	3	2	0	-2	2	7	2	CC(C)c1[nH]nc2c1C(c1cccnc1)C(C#N)=C(N)O2 (configuration not stated)
8.7	3	7	-52	1	-3	8	2	-4	Cc1ccc2[nH]c(O)c(N=NC(=O)CCc3ccccc3)c2c1Br
1.3	2	4	-6	1	-3	5	3	-3	O=C1NC(NS(=O)(=O)c2ccccc2)(C(F)(F)F)C(=O)N1c1cccc(Cl)c1 (configuration not stated)
0.5	2	-1	0	1	13	3	7	-3	Cn1c(=NC(=O)C2=NNC(=O)CC2)sc2ccccc21
0.7	-11	-4	6	10	1	0	-5	-5	CC1CCN(c2ccc(-c3cccc(NC(=O)c4ccco4)c3)nn2)CC1
-1.4	-7	6	4	1	-4	4	-3	-2	O=c1cc(CSc2ccc(Cl)cc2)nc(-c2ccncc2)[nH]1
7.9	-13	-7	-11	19	4	-2	-1	10	CC(C)Cc1ccc(C(C)NC(=O)Cc2ccc(S(=O)(=O)N3CCOCC3)s2)cc1 (configuration not stated)
2.2	-4	2	2	0	8	7	1	-1	Fc1ccc(CSc2ccc3nnc(-c4cccs4)n3n2)cc1
0.2	-1	9	-9	4	9	8	3	1	CCn1c(=O)n(CC)c2cc(NC(=O)C(C)c3ccccc3)c(Br)cc21 (configuration not stated)
-1.5	-2	-24	0	0	3	-16	8	-21	Cc1ccc(C2N(c3cccc(Cl)c3)C(=O)N3CCCN23)cc1 (configuration not stated)
1.9	-2	6	19	1	8	12	-14	2	CCc1c(C)sc(NC(=O)c2cc(C)no2)c1C#N
0.2	5	2	-39	1	1	12	5	5	CCc1sc(-c2c(C#N)c(N)nc3c2CCCCCC3)cc1[N+](=O)[O-]
1.0	0	-1	-30	1	-5	4	-7	-2	Cc1ccc(NC(=S)N/N=C2\CC(C)(C)Oc3ccc(O)cc32)cc1
0.0	-7	-4	3	1	3	-4	2	-7	CN1CC(=O)N(CC(=O)Nc2ccc(N(C)C)cc2)c2ccccc2C1=O
-0.7	2	-1	-7	0	3	-2	-1	0	Cc1cc(NC(=O)CSc2nnc3c(C)cc4c(C)ccc(C)c4n23)no1
0.0	5	-14	10	0	-4	3	-4	-1	CCOCCCNCc1cc(Cl)cc(Cl)c1OCC
-0.8	2	-2	0	0	5	8	4	-3	O=C(NC(=S)N1CCN(Cc2ccccc2)CC1)c1ccco1
-0.5	4	9	-4	3	6	3	-4	3	O=C(OCC(=O)N1CCOCC1)c1cccc(S(=O)(=O)Nc2ccc(F)cc2)c1
-1.0	4	8	1	1	-8	14	0	-2	O=C(Cn1nc(C(F)(F)F)c2c1CCCC2)N1CCOCC1
2.2	-14	-9	-8	15	18	-15	6	2	O=C(CCCOc1ccccc1)Nc1ccc(Cl)c(S(=O)(=O)N2CCOCC2)c1
0.2	4	1	-4	5	0	9	-4	-2	COc1ccc(-c2cc(C)no2)cc1S(=O)(=O)N1CC(=O)Nc2ccccc21
0.8	-4	6	-14	1	0	-2	-5	-9	CCN1CCCC(CO)(Cc2ccccc2)C1 (configuration not stated)
-0.2	0	2	-5	1	-4	13	1	-1	CCCCCC(=O)Nc1ccc(Cl)cn1
-1.4	-4	-1	2	4	4	0	5	-4	O=C(NC1=NCCS1)c1ccc(Cl)c(S(=O)(=O)N2CCCCC2)c1
2.2	2	8	-10	0	-3	8	-4	-2	Nc1nonc1-n1nnc(C(=O)N/N=C/c2ccc(OCc3cccc(Cl)c3)cc2)c1CN1CCCCC1
